Rac1 wt GTP bind – wildtype Rac1 GTP binding modulators, primary screen, biochemical, GST-Rac1 beads, flow cytometry, multiplex | fluorescent GTP binding; actives lie on both sides; 0 = cold GTP competed, 100 = untreated | Ras-related C3 botulinum toxin substrate 1 (Homo sapiens), P63000 | actives 0.27% (n = 190,000) | GTP binding activity (% of control), % at 10 µM;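 active means GTP binding activity at least 20 points away from the 100% control level, either lower or higher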
ABCG2 inh – ABCG2 efflux pump inhibitors, primary screen, multiplex with ABCB1, IgMXP3 cells, flow cytometry; inhibition, % at 6.6 µM; AID 1325, 2008; actives 0.1% (n = 190,000); Broad substrate specificity ATP-binding cassette transporter ABCG2 (Homo sapiens), Q9UNQ0; JC-1 efflux;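 active means inhibition above 80%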;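 further: 0% = DMSO and 100% = nicardipine control wells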
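Test system: IgMXP3 (ABCG2) plus far-red-tagged CCRF-Adr (ABCB1) cells / Amount: 3 million cells/mL in well / Reagent: JC-1 transporter substrate / Timing: 10 min compound exposure, 25 °C / Signal: flow cytometry, 530 nm JC-1 signal / Read-out: percent efflux inhibition, scaled nicardipine 100% to DMSO 0% / Benchmarks: nicardipine as high control, DMSO as low control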
HRas wt GTP bind – modulators of GTP binding to HRas wildtype, primary screen, biochemical, bead-based flow cytometry, multiplex; GTPase HRas (Homo sapiens), P01112; GST-Ras wt beads, Bodipy-FL-GTP binding; actives lie on both sides; GTP binding activity, % at 10 µM; actives 0.14% (n = 190,000); AID 759, 2007;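 active means GTP binding activity at least 20% away from the 100% baseline, either lowered as inhibitor or raised as activator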;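 further: 0% = unlabeled GTP competition control and 100% = no-compound control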
Cdc42 wt – modulators of GTP binding to wildtype Cdc42, primary screen, biochemical, multiplex bead flow cytometry, Bodipy-GTP; Cell division control protein 42 homolog (Homo sapiens), P60953; GST-Cdc42 beads; actives lie on both sides; percent activity (GTP binding), % at 10 µM; actives 0.2% (n = 190,000); AID 761, 2007;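 active means percent activity GTP binding at least 20 points away from the 100% baseline, either down as inhibitor or up as activator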;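 further: median bead fluorescence of bound Bodipy-FL-GTP at 100 nM; 0% = excess unlabeled GTP control and 100% = no compound control; below 100% means less GTP binding so inhibitor and above means activator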
Avidin fluor – green autofluorescence of compounds with avidin beads – biophysical, 488/530 nm, flow cytometry, artefact control, profiling panel | fluorescence (KMESF) at 10 µM | actives 0.38% (n = 220,000) | compound fluorescence 488/530 nm; active compounds read high; in the data active means fluorescence above about 47; further: inactives centre near 10
Rac1 act GTP bind – GTP binding modulators of activated mutant Rac1, primary screen, biochemical, bead-based flow cytometry, multiplex, fluorescent GTP; Ras-related C3 botulinum toxin substrate 1 (Homo sapiens), P63000; GST-Rac1 activated beads; actives lie on both sides; 100% means binding = to untreated wells; percent activity (GTP binding), % at 10 µM; actives 0.11% (n = 190,000);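 active means GTP binding at least 20 percentage points away from the 100% baseline, in either direction, so actives lie on both sides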
Pf gametocyte – late stage P. falciparum gametocyte viability inhibitors, primary screen, ATP luminescence, HTS. P. falciparum stage V gametocytes, 24 h. inhibition, % at 10.9 µM. actives 0.065% (n = 150,000);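 active means inhibition above the mean plus 3 SD of compounds within the control limits, set per campaign, cut at about 38% in these data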;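 further: 0% = DMSO wells and 100% = medium only without gametocytes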
Mcl1 Noxa PPI – Mcl-1/Noxa binding inhibitors, primary screen, biochemical, TR-FRET, 1536-well; Induced myeloid leukemia cell differentiation protein Mcl-1 (Homo sapiens), Q07820; TR-FRET Mcl-1/Noxa peptide binding, 2 h; inhibition, % at 21.7 µM; actives 1.5% (n = 220,000); AID 1022, 2008;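 active means compounds that cut the protein-peptide binding signal by more than 50% relative to plate controls in a single-dose test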;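 further: His-tagged Mcl-1 with rhodamine Noxa BH3 peptide and terbium anti-His antibody; 0% = Mcl-1 plus Noxa peptide wells and 100% = peptide-only wells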
Rab7 wt GTP bind – modulators of GTP binding to Rab7, primary screen, biochemical, wildtype, multiplex bead flow cytometry; Rab7 GTPase wild type (dog), Bodipy-FL-GTP binding; GST-Rab7 beads, fluorescent GTP binding; actives lie on both sides; untreated = 100%, excess cold GTP = 0%; GTP binding activity (percent of control), % at 10 µM; actives 0.055% (n = 190,000); AID 758, 2007;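 active means fluorescent GTP binding to Rab7 beads changed by at least 20 points from the 100% baseline, either direction, mostly lower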;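 further: median green fluorescence of bound Bodipy-FL-GTP per Rab7 bead population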
ABCB1 inh – ABCB1 efflux pump inhibitors, primary screen, cell-based, multiplex, flow cytometry, ABCG2 counter-screen; inhibition, % at 6.6 µM; actives 0.067% (n = 190,000); ATP-dependent translocase ABCB1 (Homo sapiens), P08183; AID 1326, 2008; CCRF-Adr cells, JC-1 efflux; in the data active means inhibition above about 40%;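 further: 0% = vehicle and 100% = reference inhibitor; higher value means more JC-1 retained so stronger ABCB1 efflux block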
Target sequence (P08183 whole entry, looked up): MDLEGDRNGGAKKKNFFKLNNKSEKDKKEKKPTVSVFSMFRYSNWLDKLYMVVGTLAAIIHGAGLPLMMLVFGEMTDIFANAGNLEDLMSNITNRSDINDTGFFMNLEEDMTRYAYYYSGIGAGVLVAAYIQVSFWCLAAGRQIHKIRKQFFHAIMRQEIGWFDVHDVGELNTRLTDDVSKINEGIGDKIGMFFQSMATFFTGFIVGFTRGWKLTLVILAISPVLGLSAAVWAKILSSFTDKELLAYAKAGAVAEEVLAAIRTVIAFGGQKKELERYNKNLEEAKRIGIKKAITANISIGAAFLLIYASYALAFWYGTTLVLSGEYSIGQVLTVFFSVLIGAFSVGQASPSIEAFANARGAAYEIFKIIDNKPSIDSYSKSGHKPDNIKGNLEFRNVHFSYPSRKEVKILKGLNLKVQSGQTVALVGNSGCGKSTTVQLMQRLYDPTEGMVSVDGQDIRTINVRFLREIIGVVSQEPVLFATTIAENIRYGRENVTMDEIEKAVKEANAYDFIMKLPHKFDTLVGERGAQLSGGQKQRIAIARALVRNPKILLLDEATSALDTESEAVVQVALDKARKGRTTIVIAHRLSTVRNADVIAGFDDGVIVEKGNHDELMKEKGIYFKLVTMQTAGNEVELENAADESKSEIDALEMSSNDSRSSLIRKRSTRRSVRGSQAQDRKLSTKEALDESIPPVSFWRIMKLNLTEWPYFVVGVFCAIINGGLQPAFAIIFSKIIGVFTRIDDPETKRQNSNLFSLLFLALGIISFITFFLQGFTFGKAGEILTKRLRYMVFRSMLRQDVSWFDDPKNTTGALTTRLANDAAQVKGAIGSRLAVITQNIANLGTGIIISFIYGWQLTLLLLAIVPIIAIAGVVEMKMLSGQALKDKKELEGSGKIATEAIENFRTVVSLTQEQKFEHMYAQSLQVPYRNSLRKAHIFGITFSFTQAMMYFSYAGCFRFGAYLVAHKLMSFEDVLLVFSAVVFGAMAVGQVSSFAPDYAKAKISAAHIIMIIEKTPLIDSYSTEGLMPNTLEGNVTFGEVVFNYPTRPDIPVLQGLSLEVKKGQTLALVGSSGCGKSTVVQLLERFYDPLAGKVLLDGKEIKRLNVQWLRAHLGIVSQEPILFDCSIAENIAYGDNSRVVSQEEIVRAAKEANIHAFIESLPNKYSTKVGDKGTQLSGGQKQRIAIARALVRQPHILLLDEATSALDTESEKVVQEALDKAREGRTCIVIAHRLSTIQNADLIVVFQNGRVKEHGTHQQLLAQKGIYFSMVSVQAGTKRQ
Rab2A wt mod – modulators of GTP binding to Rab2A wildtype, primary screen, biochemical, dog, bead-based flow cytometry, multiplex | Ras-related protein Rab-2A (Canis lupus familiaris), P61105 | GST-Rab2 wt beads, Bodipy-GTP binding | GTP binding activity, % at 10 µM | actives 0.19% (n = 190,000) | AID 760, 2007;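 active means GTP binding activity at least 20 points away from 100%, either lowered or raised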;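 further: 0% = beads with excess unlabeled GTP and 100% = no-compound control corrected for plate trend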
Active calls of the source: *; . = not tested or not shown.

SMILES	Rac1 wt GTP bind	ABCG2 inh	HRas wt GTP bind	Cdc42 wt	Avidin fluor	Rac1 act GTP bind	Pf gametocyte	Mcl1 Noxa PPI	Rab7 wt GTP bind	ABCB1 inh	Rab2A wt mod
CCN(Cc1ccncc1)Cc1cn[nH]c1-c1ccc(OC)cc1F	99	3	98	94	10	98	-15	9	95	0.2	97
O=C(CNC(=O)C1COc2ccccc2O1)N/N=C/c1ccc(O)cc1O (stereo not given)	102	4	100	101	4	95	-26	14	98	0.3	96
O=C(NC1CCCc2ccccc21)C1CCC(CNc2c(N3CCOCC3)c(=O)c2=O)CC1 (stereo not given)	103	-4	97	99	7	99	.	0	95	-3.0	96
CCOc1ccc(CNc2ncnc(N)n2)cc1	102	1	99	99	7	99	.	5	100	0.2	98
CC(C)CC(=O)Nc1cccc2c1C(=O)N(c1ccccc1)C2=O	91	10	91	90	23	88	.	0	91	11	91
O=C(c1cc2ccccc2oc1=O)N1CCN(c2ccc(N3CCOCC3)nn2)CC1	99	-3	96	99	4	97	.	-1	98	-1.5	99
Cc1csc(NC(=O)CSc2nnc(Cc3cccn3C)n2CCc2ccccc2)n1	100	17	98	98	24	96	.	-2	98	2.5	97
COc1ccc(C)cc1S(=O)(=O)N(C)CC(=O)Nc1ccccc1	99	9	99	97	11	97	11	4	103	1.4	99
COc1ccc([C@@H]2[C@H]3CN(C(C)=O)CC=C3C(C#N)=C(N)C2(C#N)C#N)c2ccccc12	105	13	98	103	34	101	4	18	96	1.5	100
Cc1ccccc1CNC(=O)c1ccccc1C	105	5	100	103	6	98	-1	3	103	1.1	102
Cn1c(Cn2cnc3ccccc32)nnc1SCc1ccccc1	101	1	105	106	12	100	.	2	104	0.5	104
O=C1N=C(N2CCCCC2)SC1=C1CCCC1	103	2	103	102	4	101	-5	20	104	0.4	102
Cc1cc(NS(=O)(=O)c2ccc(CC(C)C)cc2)no1	102	1	104	104	12	102	6	13	100	0.4	103
FC(F)(F)c1cccc(N2CCN(C(=S)NC3CCCCC3)CC2)c1	99	1	101	103	12	101	.	2	99	.	102
COc1cccc(-c2c[nH]c(=O)[nH]c2=O)c1	102	1	103	99	12	98	.	20	106	0.3	100
Cc1cccc(C)c1NC(=O)CCCSc1nnc(-c2ccc(Cl)cc2)n1-c1ccccc1	102	6	98	102	15	99	2	-2	100	2.9	97
CCCCCOc1ccc(N2C(=O)C3C4C=CC(C3C2=O)N(C)C4=O)cc1 (stereo not given)	108	4	101	104	3	98	.	-20	103	0.6	101
CCOC(=O)c1c(-c2ccccc2)oc2ccc(OC)cc12	101	0	100	101	23	99	6	-9	99	0.0	100
Cc1c(CCC(=O)O)c(=O)n2c([nH]c3ccccc32)c1C#N	97	1	96	97	13	96	.	18	94	0.3	94
COc1cc(NS(=O)(=O)c2ccc(F)cc2)c(C(=O)O)cc1OC	101	1	99	96	29	98	5	28	98	1.2	100
CC(=O)Nc1ccc(NC(=O)CN(c2ccc([N+](=O)[O-])cc2)S(=O)(=O)c2ccccc2)cc1	97	3	99	98	7	95	.	17	102	0.6	100
CCC(NS(=O)(=O)c1cn(C)nc1C)c1ccccc1 (stereo not given)	102	6	101	103	10	99	-9	15	105	1.9	102
O=C(CSc1nc2ccccc2o1)N1c2ccccc2Sc2ccccc21	104	3	101	100	14	101	-5	-1	99	.	101
Cc1ccc(S(=O)(=O)N2CCOCC2)cc1NC(=O)CSc1nccn1C	98	6	96	101	9	96	.	-8	97	0.5	92
O=C(OCC(=O)N1CCN(C(=O)c2ccco2)CC1)c1sc2cc(F)ccc2c1Cl	99	1	100	95	6	97	.	24	102	1.1	99

Some of these compounds in order of the Mcl1 Noxa PPI value, high to low:
SMILES,ABCG2 inh,HRas wt GTP bind,Cdc42 wt,Avidin fluor,Mcl1 Noxa PPI,Rab7 wt GTP bind,Rab2A wt mod
CCOc1ccc(CNc2ncnc(N)n2)cc1,1,99,99,7,5,100,98
COc1ccc(C)cc1S(=O)(=O)N(C)CC(=O)Nc1ccccc1,9,99,97,11,4,103,99
Cc1ccc(S(=O)(=O)N2CCOCC2)cc1NC(=O)CSc1nccn1C,6,96,101,9,-8,97,92

Further structures.
SMILES	Rac1 wt GTP bind	ABCG2 inh	HRas wt GTP bind	Cdc42 wt	Avidin fluor	Rac1 act GTP bind	Pf gametocyte	Mcl1 Noxa PPI	Rab7 wt GTP bind	ABCB1 inh	Rab2A wt mod
Cc1ccc(S(=O)(=O)Cc2c(C)noc2C)cc1	106	4	100	103	15	99	.	-7	97	0.8	100
CN1N=C(C(=O)N2CCN(c3ccc([N+](=O)[O-])cc3)CC2)CCC1=O	104	20	102	105	14	101	-5	3	98	0.9	100
Cc1cc(OCC(=O)Nc2nnc(C3CC3)s2)ccc1[N+](=O)[O-]	95	8	94	96	.	94	11	-2	95	-0.9	98
Cc1cc(Br)cc(C)c1NC(=O)c1ccc(C#N)cc1F	99	2	98	99	8	97	10	-5	105	0.9	100
NC(=O)c1ccsc1NC(=O)c1ccc(S(=O)(=O)N2CCCC2)cc1	91	4	96	94	23	94	.	19	102	0.4	95
COc1cccc(Nc2nnc(SCC(=O)Nc3sccc3C(N)=O)s2)c1	94	-1	91	87	11	90	-2	60*	97	-0.4	88
CCc1nc2ccccc2n1Cc1ccccc1F	88	1	85	85	7	84	9	-1	93	0.0	85
COc1ccc(CCNC(=O)c2sc3ccccc3c2Cl)cc1OC	100	6	95	100	13	98	5	11	94	1.4	94
CC(C)c1ccc(S(=O)(=O)c2n[nH]n3c2nc(=O)c2ccccc23)cc1	99	-3	96	100	34	94	.	13	99	-0.4	97
CCOC(=O)c1cc2c(=O)n3cccc(C)c3nc2n(CCCOC)c1=NC(=O)c1cccnc1	102	3	100	101	36	99	19	10	99	1.4	99
Cc1cccc(-c2cc3nc(-c4ccccc4)cc(N4CCC5(CC4)OCCO5)n3n2)c1	102	0	100	99	4	99	9	-10	99	0.7	100
COc1ccc(C(=O)Nc2cc([N+](=O)[O-])ccc2N2CCN(C)CC2)cc1	102	4	101	99	11	100	.	29	98	1.3	98
O=C(NCCCN1CCCC1)c1ccc(CSCc2cccc(Cl)c2)o1	105	-4	99	101	7	100	.	-1	98	-2.6	98
O=C(NNC(=O)c1ccc(NC(=O)c2ccccc2)cc1)c1ccccc1	89	-7	94	106	10	91	-41	-17	101	-0.9	97
O=S(=O)(Nc1nccs1)c1cnc(Cl)c(Br)c1	95	-5	93	97	7	94	18	5	98	-0.3	93
COc1cc(/C=N/NC(=O)C23CC4CC(CC(C4)C2)C3)cc(Br)c1O	101	6	98	100	6	95	2	27	101	0.6	95
Cc1ccc(S(=O)(=O)N/N=C/c2cnn(C)c2C)cc1	106	11	101	103	11	99	10	4	104	0.5	105
COc1ccc(CCNC(=O)c2nn(C)cc2Cl)cc1	109	3	104	103	15	99	-19	-12	102	-1.1	99
O=C(CSc1nnc(-c2cccnc2)n1Cc1ccco1)c1ccc(Cl)cc1	101	2	99	102	4	99	3	8	101	0.7	100
CCOC(=O)NC(=O)/C(C#N)=N/Nc1c(F)cccc1F	107	2	101	106	7	102	9	16	98	0.3	98
CCCCCCc1ccc(OCC(=O)O)cc1OCC(=O)O	92	-1	94	97	11	94	2	.	92	0.1	93
COc1ccc(S(=O)(=O)N(C)CC(=O)Nc2ccc3c(c2)OCO3)cc1OC	105	18	99	101	14	97	.	15	102	6.7	99
O=[N+]([O-])c1cn(Cc2ccc(Cl)cc2)cn1	108	3	103	103	14	100	.	0	104	0.0	104
O=C(NCCN1CCCCC1)/C(=N\O)c1ccccc1	102	2	99	100	11	98	.	15	98	1.0	101
O=C(c1ccco1)N1CCN(C(=O)C(Sc2ccccc2)c2ccccc2)CC1 (stereo not given)	94	8	94	94	22	93	.	-3	90	2.4	92
The results go on:
SMILES	Rac1 wt GTP bind	ABCG2 inh	HRas wt GTP bind	Cdc42 wt	Avidin fluor	Rac1 act GTP bind	Pf gametocyte	Mcl1 Noxa PPI	Rab7 wt GTP bind	ABCB1 inh	Rab2A wt mod
C/C(N)=C(/C#N)C(=O)CSc1nnc(Nc2ccccc2C)s1	106	1	101	106	8	103	9	3	99	0.1	100
Cc1nn(-c2ccccc2)c(N)c1C(O)(C(F)(F)F)C(F)(F)F	102	6	100	100	13	100	.	-5	99	0.1	99
CSc1nc(Cl)c(Cc2ccc(OC(C)C)cc2)c(N(C)C)n1	96	6	91	99	7	93	-7	-2	96	1.3	88
CCc1ccc(N2CC34C=CC(O3)C(C(=O)OC)C4C2=O)cc1 (stereo not given)	107	-4	104	103	10	102	.	4	103	-2.9	103
COc1ccc(NC(=O)C2CCC(CNc3c(N4CCC(C)CC4)c(=O)c3=O)CC2)cc1OC (stereo not given)	109	1	102	104	8	100	.	-6	99	0.3	101
O=C(NCC1CCCO1)Nc1ccc(Cl)cc1 (stereo not given)	97	6	98	99	14	96	.	-12	94	-0.4	95
Cc1nc(N2CCOCC2)nc2c1CCC2	101	0	95	99	8	95	.	-3	96	0.3	98
Cc1cnc(C(=O)Nc2ccc(N3CCOCC3)cc2)cn1	106	36	101	107	32	99	13	8	97	0.9	102
CC1CCCCC1NC1=NCCCS1 (stereo not given)	97	1	95	95	10	94	.	10	93	0.3	93
Cc1nn(Cc2ccccc2)c(N)c1C#N	102	2	104	101	8	98	6	4	104	0.0	100
COc1cc(NC(=S)NCc2cccnc2)cc(OC)c1	103	6	100	96	8	100	-9	5	96	-0.4	99
CN(Cc1ccncc1)C1CC(=O)N(c2ccc(Cl)cc2)C1=O (stereo not given)	108	1	103	104	18	102	16	-5	100	0.4	100
CC(=O)c1cccc(NC(=O)CCS(=O)(=O)c2cccc3nonc23)c1	100	2	101	100	5	98	4	11	100	0.3	100
OCCOCCNc1ncnc2nc[nH]c12	103	2	102	102	6	101	.	5	103	0.9	102
O=C(O)c1cc(Sc2ccc(Br)cc2)nc2ccccc12	97	1	94	96	9	92	.	14	102	0.4	96

Screening results (PubChem BioAssay)
